Source: PubChem
FBW7 activator = FBW7 E3 ligase activators, primary screen, biochemical, AlphaScreen, human; hit rate 0.13% among 650,000; normalized activity (activation), % at 26.1 µM; AlphaScreen FBW7–phospho-cyclin E peptide binding, activator screen; in the data active = normalized activity above about 1.9%;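 note: purified mutant Fbw7 with reduced substrate affinity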
Target sequence (Q969H0 whole entry, looked up): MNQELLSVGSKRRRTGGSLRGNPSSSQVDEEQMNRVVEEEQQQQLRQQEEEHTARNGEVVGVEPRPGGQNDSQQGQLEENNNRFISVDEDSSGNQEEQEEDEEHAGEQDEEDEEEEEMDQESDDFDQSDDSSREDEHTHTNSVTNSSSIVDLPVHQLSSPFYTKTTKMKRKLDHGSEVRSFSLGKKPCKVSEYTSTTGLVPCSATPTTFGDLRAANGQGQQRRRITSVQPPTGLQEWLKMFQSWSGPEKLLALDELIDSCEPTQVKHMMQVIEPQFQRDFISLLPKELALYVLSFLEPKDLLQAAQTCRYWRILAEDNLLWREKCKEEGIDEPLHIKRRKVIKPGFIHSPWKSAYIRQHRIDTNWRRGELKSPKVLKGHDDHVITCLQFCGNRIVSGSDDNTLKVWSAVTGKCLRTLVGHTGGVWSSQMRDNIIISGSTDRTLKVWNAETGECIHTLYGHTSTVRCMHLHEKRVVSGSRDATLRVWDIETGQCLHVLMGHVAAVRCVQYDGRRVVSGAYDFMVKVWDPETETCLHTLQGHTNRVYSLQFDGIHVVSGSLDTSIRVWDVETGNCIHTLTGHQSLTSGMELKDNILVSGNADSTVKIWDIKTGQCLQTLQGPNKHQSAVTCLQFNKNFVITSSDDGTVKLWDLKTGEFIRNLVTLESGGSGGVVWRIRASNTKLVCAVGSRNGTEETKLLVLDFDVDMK
MITF primary = MITF inhibitors, primary screen, biochemical, AlphaScreen, human. AlphaScreen MITF homodimerization, bead proximity signal. inhibition, % at 2.6 µM. hit rate 0.91% among 650,000. AID 1259374, 2018; in the data active = inhibition above about 50%;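 note: 0% = vehicle wells with protein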
GPR151 activ = activators of human GPR151, primary screen, cell-based, PathHunter beta-arrestin, luminescence; PathHunter beta-arrestin GPR151 cells; G-protein coupled receptor 151 (Homo sapiens), Q8TDV0; hit rate 1% among 650,000; activation, % at 11.2 µM; in the data active = activation above about 4.9%;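 note: 0% = median of compound wells and 100% = cells with positive control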
Target sequence (Q8TDV0 whole entry, looked up): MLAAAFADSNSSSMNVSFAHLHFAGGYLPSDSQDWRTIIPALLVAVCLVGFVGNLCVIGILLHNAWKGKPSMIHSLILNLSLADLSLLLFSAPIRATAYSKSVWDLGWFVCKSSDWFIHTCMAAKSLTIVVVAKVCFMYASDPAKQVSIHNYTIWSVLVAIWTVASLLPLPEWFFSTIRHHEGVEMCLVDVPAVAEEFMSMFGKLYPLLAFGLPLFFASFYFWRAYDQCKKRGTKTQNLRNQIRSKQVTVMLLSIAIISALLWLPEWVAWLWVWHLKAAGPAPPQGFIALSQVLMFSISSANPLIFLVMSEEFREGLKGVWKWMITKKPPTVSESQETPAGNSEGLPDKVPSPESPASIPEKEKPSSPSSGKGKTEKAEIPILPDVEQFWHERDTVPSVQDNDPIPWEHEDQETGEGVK
TEAD-YAP inh = TEAD-YAP interaction inhibition, primary screen, TEAD-YAP interaction inhibitor project, luminescence, HEK-TIYL cells. TEAD-Gal4/YAP UAS-luciferase luminescence. inhibition, % at 9.12 µM. hit rate 1.4% among 640,000. AID 1259422, 2018; in the data active = inhibition above about 32%;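 note: 0% = median of test compound wells and 100% = reference inhibitor wells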
Numbers without * were called inactive. An unsorted share of the library, and some 3.5% of all compounds hit somewhere here.

smiles	TEAD-YAP inh	GPR151 activ	FBW7 activator	MITF primary
CN(Cc1ccccc1)C(=O)c1ccc2c(c1)C(=O)N(c1ccccn1)C2=O	8.0	0.3	0.0	15.0
CSc1nc(Oc2ccc(=O)[nH]n2)nc(N(C)C)n1	-2.6	0.4	-0.2	-8.5
Cc1cc(C)cc(N2CC(C(=O)Nc3ccc(C(=O)O)cc3)CC2=O)c1 (stereo not given)	2.8	3.0	0.2	17.0
CCCCN1C(=S)SC(C)(C)C1/[N+]([O-])=C/c1ccc(S(=O)(=O)NC)cc1 (stereo not given)	2.8	1.1	0.1	7.0
CCn1cc(C(=O)OCC(=O)N2c3ccccc3NC(=O)C2(C)C)c(=O)c2ccc(C)nc21	10.6	2.1	0.2	2.9
Cn1/c(=N/C(=S)NC(=O)c2ccc(S(=O)(=O)N3CCCC3)cc2)sc2c3ccccc3ccc21	-0.6	0.6	0.1	-3.1
CC(C)NC(=O)Cn1nc(SCc2ccccn2)nc1N	-9.4	0.8	0.1	2.0
COc1ccc(-c2nnc(C(C)Cl)o2)cc1 (stereo not given)	4.0	0.2	-0.1	1.1
CCOC(=O)c1ccccc1NC(=O)CSc1nnc2c(n1)[nH]c1ccc(S(=O)(=O)N(CC)CC)cc12	-4.1	-1.6	0.4	11.7
O=C(Nc1ccccc1)C1C2CC3OC(=O)C1C3C2 (stereo not given)	-1.7	0.3	-0.2	-6.6

(next part)
smiles	TEAD-YAP inh	GPR151 activ	FBW7 activator	MITF primary
COc1ccc(C2CC(=O)N3CN(C)CSC3=C2C#N)cc1 (stereo not given)	2.9	-0.2	0.2	2.4
Cc1cc2cc(CNC(=O)COc3ccc(Cl)cc3)ccc2n1C	-1.3	0.4	-0.2	6.6
CC(C)(C)NS(=O)(=O)c1ccc(NC(=O)c2ccc([N+](=O)[O-])cc2)cc1	7.4	2.4	0.6	12.6
CN(CCn1ccnc1)Cc1ccc(OCC(O)CN2CCc3ccccc3C2)cc1 (stereo not given)	5.0	0.0	-0.2	-4.8
CCc1ccccc1NC(=O)Cc1noc2ccccc12	-9.0	1.3	-0.1	-5.7
CC1(C)[C@H]2CC=C(CN3CCc4nnc(CNC(=O)c5ccncc5)n4CC3)[C@@H]1C2	4.1	0.6	-0.1	-1.7
COC(=O)c1cc(NC(=S)NCc2ccc3c(c2)OCO3)cc(C(=O)OC)c1	-9.1	2.8	0.0	-0.4
CC(=O)Nc1ccc(C2Nc3ccccc3C(c3ccccc3)(c3ccccc3)O2)cc1 (stereo not given)	-1.9	1.1	-0.1	0.7
CC1CCCC(NC(=O)c2coc(=O)c3ccccc23)C1C (stereo not given)	11.6	0.4	0.0	6.9
Cc1ccc(N/C=C/C(=O)c2ccco2)c(O)c1	-11.6	-0.7	-0.1	9.8

Additional records:
smiles	TEAD-YAP inh	GPR151 activ	FBW7 activator	MITF primary
Cc1cccc(N2CCN(C(=O)c3cccc(N4C(=O)C5C6C=CC(C6)C5C4=O)c3)CC2)c1C (stereo not given)	7.9	-0.3	-0.1	3.5
COCCOC(=O)C1=C(C)NC2=C(C(=O)CC(c3cccs3)C2)C1c1ccc(C)c([N+](=O)[O-])c1 (stereo not given)	11.0	0.3	0.3	11.9
CCOC(=O)c1sc(NC(=O)c2ccccc2Oc2ccccc2)nc1C	-3.7	-0.2	-0.2	-7.2
CC(=O)NCCn1c(SCC(=O)N2CCCC2)nc2ccccc2c1=O	8.0	-1.5	0.7	15.0
Nc1c(Br)c(=O)[nH]c(=O)n1Cc1ccccc1	0.5	-0.7	0.0	0.7
O=C(OC1CCCCC1=O)c1ccc(F)cc1Cl (stereo not given)	-8.5	-0.5	0.0	6.2
CC(C)N(CCNc1cc(Nc2ccc(N3CCOCC3)cc2)ncn1)C(C)C	3.8	-1.5	0.0	4.9
Cc1cc(OCC(=O)Nc2ccccc2Cl)ccc1Br	-16.6	0.2	-0.2	-3.4
COc1ccc(/C=C2\C=C(c3ccccc3)N(c3ccc(C)c(C)c3)C2=O)cc1	-34.9	-2.6	0.2	24.0
Cc1cccc(-n2c(=O)[nH]c3c(C(N)=O)nc(CC(C)C)nc32)c1	-7.9	0.3	-0.1	-11.3

Remaining list, next part:
smiles	TEAD-YAP inh	GPR151 activ	FBW7 activator	MITF primary
COc1ccc(NC(=O)C2CC(=O)N(C)C(=Nc3cccc(F)c3)S2)cc1 (stereo not given)	0.4	0.1	-0.2	0.0
Cc1nc(N2CCC(C(=O)O)CC2)c2oc3ccccc3c2n1	-3.8	-1.2	0.2	8.1
O=c1c2sccc2nc(SCc2cc(=O)n3ccccc3n2)n1-c1ccccc1	-4.6	0.0	-0.1	4.0
Nc1nnc(CCC(=O)O)c(=O)[nH]1	11.1	2.5	-0.2	3.5
CC(=O)c1ccc(NC(=O)CN2CCN(C(c3ccccc3)c3ccccc3)CC2)cc1	-3.9	0.5	-0.2	23.1
CCC(C(=O)O)N1C(=O)c2cccc([N+](=O)[O-])c2C1=O (stereo not given)	1.9	-1.1	1.7	24.8
O=c1c2ccccc2nnn1Cn1c(NCCO)nc2ccccc21	-23.4	-1.0	-0.1	1.2
CC1CN(CC(=O)Nc2sc3c(c2C#N)CCCC3)CC(C)O1 (stereo not given)	-16.7	0.9	-0.1	-11.6
O=C(O)CN1C(=O)C(=O)/C(=C(\O)c2ccccc2)C1c1ccccc1F (stereo not given)	4.0	0.5	0.0	4.5
CCCN(CCC)c1nc(C)nc2sc(C(=O)OCC)c(C)c12	-2.4	-1.2	0.7	10.8

(next part)
smiles	TEAD-YAP inh	GPR151 activ	FBW7 activator	MITF primary
COc1ccc(NC(=O)CCN2C(=O)c3ccc([N+](=O)[O-])cc3C2=O)c(OC)c1	11.8	-0.5	-0.1	1.5
COCCNC(=S)N1CCN(C(c2ccccc2)c2ccccc2)CC1	5.4	1.4	0.0	7.8
CCC(=O)Nc1nc2c(s1)C(=O)CC(C(=O)N(C)CC(C)C)C2 (stereo not given)	-4.6	1.3	0.0	1.1
CCOC(=O)N1CCc2c(sc(NCc3cccc(F)c3)c2C(=O)Nc2cc(Cl)ccc2OC)C1	-3.4	1.1	0.1	-4.5
N#CC1=C2SCC(O)(c3ccc(F)cc3)N2C(=O)CC1c1cccc(O)c1 (stereo not given)	3.2	-0.1	0.3	-5.6
COc1ccc(-c2nc3ccc(F)cc3nc2-c2ccc(OC)cc2)cc1	-4.2	-0.6	0.0	-9.7
Cc1ccccc1N1C(=O)NC(=O)/C(=C\c2cc3c(cc2Cl)OCO3)C1=O	6.1	1.6	0.3	16.1
CCOC(=O)C1=C(C)N=c2s/c(=C/c3cc(OC)c(OC)cc3OC)c(=O)n2C1c1ccc(N(C)C)cc1 (stereo not given)	-4.5	0.7	-0.2	-20.4
Cc1cc(N/N=C/c2ccc(O)cc2O)nc(-c2ccccc2O)n1	43.2*	-0.6	-0.4	2.7
Cc1ccc(/C=N/NC(=O)c2cc(Br)ccc2O)o1	-24.9	-0.6	-0.1	6.3

3 structures out of the list, sorted by length of the SMILES, descending.
smiles	TEAD-YAP inh	GPR151 activ	FBW7 activator	MITF primary
Cc1cccc(-n2c(=O)[nH]c3c(C(N)=O)nc(CC(C)C)nc32)c1	-7.9	0.3	-0.1	-11.3
O=c1c2ccccc2nnn1Cn1c(NCCO)nc2ccccc21	-23.4	-1.0	-0.1	1.2
O=C(Nc1ccccc1)C1C2CC3OC(=O)C1C3C2 (stereo not given)	-1.7	0.3	-0.2	-6.6

Going on with the list:
smiles	TEAD-YAP inh	GPR151 activ	FBW7 activator	MITF primary
Nc1ncc(-c2cccc(OC(F)(F)F)c2)nc1NCC1CCOCC1	-0.3	0.5	0.1	15.7
CCSc1nc2c([nH]1)c(=N)ncn2Cc1ccccc1	-1.9	-0.4	0.2	16.5
COc1ccc(CN2CCc3nnc(CNC(=O)C4CCCN(C)C4)n3CC2)cc1OC (stereo not given)	3.5	-0.6	0.1	2.6
Cc1ccccc1-n1c(=O)c2ccccc2n(Cc2cc(=O)n3ccccc3n2)c1=O	-6.5	-0.7	-0.1	-8.5
N#CCn1cc(/C=C2\C(=O)NC(=O)N(c3ccc4c(c3)OCO4)C2=O)c2ccccc21	-4.5	-1.5	0.0	19.5
CN1CCN(Cc2cc(Br)c(O)c3ncccc23)CC1	83.8*	-0.6	-1.0	104.8*
CCOc1ccc(C2=NN3C(C2)c2cc(Cl)ccc2OC3c2cc(OC)ccc2OC)cc1 (stereo not given)	-2.2	-1.6	0.0	7.8
O=C(Cn1c(C2CCCCC2)nc2ccccc2c1=O)N1CCCC1	2.2	-0.2	0.1	10.2
CCOC(=O)c1cc2occc2n1CC(=O)N1CCCCC1C (stereo not given)	-6.5	1.3	0.8	-1.6
CCC(=O)N1c2ccccc2NC2=C(C(=O)CC(C)(C)C2)C1c1cccn1C (stereo not given)	-4.4	0.5	0.1	-2.0

(list continues)
smiles	TEAD-YAP inh	GPR151 activ	FBW7 activator	MITF primary
O=C(CSC(=S)N1CCCC1)Nc1ccc2nc(SCC(=O)Nc3ccccc3)sc2c1	-5.0	0.0	0.1	14.4
Cc1ccc(S(=O)(=O)Nc2c(C)cc(O)cc2C)cc1	-2.9	0.8	0.0	-16.6
c1nc2c(NCCN3CCOCC3)nc(N3CCOCC3)nc2n1C1CCCCC1	4.7	-2.0	-0.1	-3.1
O=C(CN1C(=O)C(=O)N(Cc2ccccc2)C1=O)NCCN1C(=O)CSC1=O	2.3	-1.0	0.1	1.8
COc1ccc2c(c1)c(CC(=O)NCc1ccoc1)c(C)n2C(=O)c1ccc(Cl)cc1	-4.9	0.5	0.0	-9.2
CC(=O)Nc1cccc(Oc2ccc3c(c2)C(=O)N(c2ccc(C)cc2C)C3=O)c1	-24.7	1.7	0.3	13.7
COc1ccc(C2CC(C(F)(F)F)n3nc(C(=O)O)cc3N2)cc1OC (stereo not given)	-2.0	-1.3	0.0	-2.0
COc1ccc(OC)c2c(C)cc(N3CCN(C(=O)c4ccc(F)cc4)CC3)nc12	9.2	3.1	-0.1	4.4
CCC1=NN2C(=N)/C(=C/c3ccc(OCCOc4ccc(C(C)(C)C)cc4)cc3)C(=O)N=C2S1	2.6	0.9	0.1	-0.2
Cc1ccc(N2Cc3nccnc3C2=O)cc1C	-45.5	-6.2	-0.1	-5.2

Next results.
smiles	TEAD-YAP inh	GPR151 activ	FBW7 activator	MITF primary
O=C(O)c1ccc(O)c(NC(=O)c2ccccc2)c1	-1.3	0.5	0.0	10.2
O=C(O)CCCCCN1C(=O)c2ccccc2C1=S	1.8	-0.1	0.0	-1.0
COc1cc(/C=C(\C#N)C(=O)Nc2ccc([N+](=O)[O-])cc2)cc(OC)c1OC	1.2	-0.8	0.1	-13.7
Cc1ccc(Nc2nnc(C(C)(C)C)c(=O)[nH]2)cc1C	0.5	0.9	0.3	5.0
COc1ccc2c(c1)CCc1c(C(=O)Nc3cccc(C(C)=O)c3)noc1-2	-14.6	-0.4	-0.1	-2.2
COc1cccc(-n2nc(C(=O)Nc3ccc(OC)cc3OC)c3ccccc3c2=O)c1	5.6	0.5	-0.2	3.3
O=C(c1ccccc1Br)N1CCN(c2ccc([N+](=O)[O-])c(N3CCCCC3)c2)CC1	17.2	0.1	-0.3	17.4
O=C(Nc1nc2ccccc2[nH]1)C1CCCO1 (stereo not given)	-41.2	-2.8	-0.1	3.2
O=[N+]([O-])c1cccc(C2CC(c3ccc(Br)cc3)=NN2S(=O)(=O)c2ccccc2)c1 (stereo not given)	-4.2	5.4*	0.2	8.1
Cc1ccccc1C1C(/C=c2/sc3nc4ccccc4n3c2=O)=C(c2ccccc2)Oc2ccccc21 (stereo not given)	-9.2	-0.4	0.0	9.8

Carrying on.
smiles	TEAD-YAP inh	GPR151 activ	FBW7 activator	MITF primary
CCCc1nc2ccccc2n1CC(=O)N1CCc2ccccc2C1	-7.7	0.5	0.0	1.6
O=c1c2ccccc2nc2sc(Nc3cccc(Cl)c3)nn12	-0.5	-0.1	0.0	-17.1
CCSc1nnc2c(n1)OC(c1cc(OC)c(OC)cc1Br)Nc1ccccc1-2 (stereo not given)	-11.7	0.9	0.0	-2.9
CCC(=O)N1CCc2cc(S(=O)(=O)CCC(=O)Nc3cc(OC)ccc3OC)ccc21	-2.2	-0.2	-0.2	0.9
Cc1ccc(S(=O)(=O)NCC(=O)Nc2ccc(S(N)(=O)=O)cc2)cc1	-8.1	1.7	-0.1	-10.5
O=C(/C=C\Nc1ccc2c(c1)OCO2)c1ccc2ccccc2c1	-6.6	-0.9	0.5	7.5
Cc1ccc2cc(S(=O)(=O)Nc3c(C)n(C)n(-c4ccccc4)c3=O)ccc2c1	8.8	4.8	0.0	-6.4
CCc1cccc(NC(=O)CCn2cccc2)c1	-2.0	1.1	-0.1	-7.3
CCOc1ccccc1NC(=O)Cc1ccc(OC)cc1	-7.7	-0.6	0.0	-3.3
N#CCSc1ccccc1NC(=O)CN1C(=O)C(=O)N(Cc2ccccc2)C1=O	13.7	-0.7	0.6	3.9

The results go on.
smiles	TEAD-YAP inh	GPR151 activ	FBW7 activator	MITF primary
Cc1ccc(Nc2cn[nH]c(=S)n2)c(C)c1	-10.3	-1.2	0.0	4.7
COc1ccc(NC(=O)CSc2nc3ccccc3c(=O)n2CCN2CCOCC2)c(OC)c1	16.2	-0.2	-0.1	16.9
CN1CCc2cc(C(CNC(=O)c3ccc(F)c(F)c3)N3CCCC3)ccc21 (stereo not given)	-4.6	-1.4	-0.1	7.1
CC(=O)/C(C(=N)N1CCc2ccccc2C1)=C(/C)O	12.9	1.9	0.8	7.2
O=[N+]([O-])c1cccc(C=Nc2ccc(N3CCOCC3)cc2)c1O	18.5	0.6	0.6	21.5
O=C(NCCN1CCOCC1)C12CC3CC(CC(C3)C1)C2	4.8	1.3	0.2	17.4
